Source: PubChem BioAssay
GAA glycogen: GAA glycogen-cleavage inhibition or activation; P10253; recombinant GAA, glycogen substrate, Amplex Red glucose oxidase fluorescence; Potency, µM (top dose mostly 76.4 µM), without a hit: top-dose activity change, negative = inhibition, most hits filed as inhibitors; actives 0.38% (n = 300,000);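 further: 0% = full enzyme reaction and -100% = no-enzyme basal signal; the screen sought inhibitors and activators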
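Recombinant enzyme (4 nM final) with compounds titrated up to 77 uM and bovine liver glycogen (30 ug) in citrate pH 5.0, 0.01% Tween-20, 37 C 40 min. Released glucose detected by Amplex Red/glucose oxidase (Ex 573/Em 610); AC50 from Hill fits.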
Tau fibril FP: blocks human tau fibril formation measured by polarization. Potency, µM (top dose mostly 57.7 µM), for the others: top-dose activity, negative = inhibition, most hits filed as inhibitors. K18 P301L tau heparin fibrillization, Alexa594 FP, 6 h. actives 0.39% (n = 280,000). AID 1468; further: on the % scale 0 is the no-effect control and ±100 the full control effect; nearly all actives have a fitted effect of over 55% in size
Target sequence (P10636 561-689 P618L limits assumed): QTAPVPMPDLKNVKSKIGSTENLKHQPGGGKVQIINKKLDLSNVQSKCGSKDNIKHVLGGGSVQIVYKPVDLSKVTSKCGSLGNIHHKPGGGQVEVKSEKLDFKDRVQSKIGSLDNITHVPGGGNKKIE
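Human K18 P301L fragment (15 uM unlabeled plus 0.24 uM Alexa 594-labeled) in 100 mM sodium acetate pH 7 with compound, aggregation induced by 20 uM heparin for 6 hr at 37 C. ThT (30 uM) added for 1 hr, then Alexa 594 FP read.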
aGlu spleen mod: inhibits or activates alpha-glucosidase in human spleen homogenate | actives 0.006% (n = 240,000) | human spleen homogenate, 4-MU-alpha-glucoside fluorescence | P10253 | Potency, µM (top dose mostly 79.9 µM), for the others: top-dose activity change, negative = inhibition, usual class: inhibitors | AID 2112;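 further: 0% = enzyme with vehicle and -100% = no enzyme basal signal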
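AC50 values come from Hill-equation fits of concentration-response data, normalized to no-enzyme and full-activity controls. Enzyme source: 1 ug human spleen homogenate; 1 mM fluorogenic 4-MU glucoside, pH 5.0 citrate buffer, 37 C, 40 min.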
Tau fibril ThT: inhibitors of human tau fibril formation, thioflavin T binding | P10636 | recombinant tau K18 P301L, heparin-induced fibrillization, ThT fluorescence | Potency, µM (series often up to 57.4 µM), without a hit: top-dose activity, negative = inhibition, most hits filed as inhibitors | actives 2.1% (n = 270,000); further: on the % scale 0 is the no-effect control and ±100 the full control effect; nearly all actives have a fitted effect of over 55% in size
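Fibril formation assay: tau K18 P301L at 15 uM with trace Alexa 594 label, heparin inducer 20 uM, pH 7 sodium acetate buffer, 37 C for 6 hr; endpoint ThT signal.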
HTT cytoprotect: protects HTT-Q103 PC12 cells, measured by ATP | PC12 HTT-Q103 induced, cytoprotection, ATP luminescence, 40 h | Potency, µM (doses to about 56.4 µM), without a hit: cytoprotection (ATP increase), most hits filed as activators | actives 0.14% (n = 230,000);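 further: % of control where 0% means no effect; nearly all actives have a fitted effect of over 45% in size; toxic huntingtin expression switched on by the ecdysone agonist tebufenozide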
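PC12 cells stably carrying ecdysone-inducible Htt exon 1 (Q103)–GFP were induced with 100 nM tebufenozide (final) alongside library compounds in a dose series. Cytoprotection was scored as retained ATP by ATPlite luminescence.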
GAA inh: alpha-glucosidase (human) inhibition. P10253. purified human GAA, 4-MU-alpha-glucoside fluorescence. Potency, µM (top dose mostly 76.9 µM), for the others: at the top dose activity change, negative = inhibition, most hits filed as inhibitors. actives 0.005% (n = 200,000);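 further: plate controls were uninhibited enzyme wells for no effect and no-enzyme background for full effect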
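Fluorogenic assay: 4 nM human alpha-glucosidase with 400 uM 4-methylumbelliferyl-alpha-D-pyranoside in 50 mM citrate/phosphate, 0.005% Tween-20, pH 5.0, 20 min at room temperature. Compounds tested up to 77 uM; AC50 from Hill fits.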
Tau fluor counter: counter-screen for tau fibril formation inhibitors. tau K18 P301L Alexa594 fluorescence, heparin fibrillization. Potency, µM (highest dose often 57.7 µM), for inactives: at the highest dose activity change, negative = decrease. actives 0.93% (n = 280,000). AID 1463; further: on the % scale 0 is the no-effect control and ±100 the full control effect; nearly all actives have a fitted effect of over 55% in size
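Human tau K18 P301L (15 uM unlabeled, 0.24 uM Alexa 594-labeled) in 100 mM sodium acetate pH 7 with 20 uM heparin, 6 hr at 37 C. ThT 30 uM added, 1 hr ambient; Alexa 594 FP and total fluorescence read at 555/632 nm.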
aGal spleen mod: inhibitors or activators of human alpha-galactosidase in spleen homogenate; actives 0.008% (n = 240,000); AID 2107; P06280; Potency, µM (series often up to 80 µM), for the others: at the top dose activity change, negative = inhibition, hits mostly inhibitors; human spleen homogenate, 4MU-alpha-Gal fluorescence, 40 min;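 further: 0% = enzyme with vehicle and -100% = no enzyme basal signal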
Target sequence (P06280 32-429 limits assumed): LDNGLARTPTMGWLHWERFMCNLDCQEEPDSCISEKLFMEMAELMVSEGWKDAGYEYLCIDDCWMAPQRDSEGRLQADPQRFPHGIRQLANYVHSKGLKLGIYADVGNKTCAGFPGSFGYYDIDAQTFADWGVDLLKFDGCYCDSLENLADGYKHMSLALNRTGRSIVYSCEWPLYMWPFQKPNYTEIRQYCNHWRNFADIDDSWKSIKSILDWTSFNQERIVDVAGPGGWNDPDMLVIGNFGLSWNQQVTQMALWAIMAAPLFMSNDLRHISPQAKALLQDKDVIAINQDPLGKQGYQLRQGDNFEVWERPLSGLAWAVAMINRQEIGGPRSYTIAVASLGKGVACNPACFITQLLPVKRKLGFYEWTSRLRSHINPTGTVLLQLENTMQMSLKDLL
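Inhibition or activation of alpha-galactosidase in human spleen homogenate is scored by 4-MU fluorescence after 40 min at 37C, pH 5.0, with 1 mM substrate. AC50s come from concentration-response fitted to the Hill equation.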
Starred values were filed as active, the others as inactive; ? = inconclusive; . = no result given; [ ] = another dose, or the depositor's remark. The call rests on the fitted dose curve; in most records, active means well fitted curve in the direction sought with a large enough effect; inconclusive means small, poorly fitted or top-dose-only effect, or another doubt; inactive means no such curve, though single readings can be large; an effect the other way counts as inactive or inconclusive. Potency means the concentration at half of the fitted maximal effect.

Keys – A = GAA glycogen; B = Tau fibril FP; C = aGlu spleen mod; D = Tau fibril ThT; E = HTT cytoprotect; F = GAA inh; G = Tau fluor counter; H = aGal spleen mod
COc1ccc2[nH]c(C(=O)O)c(NC(=O)c3ccccc3[N+](=O)[O-])c2c1
  A = -1%; B = -2%; C = 8%; D = .; E = 13%[10 µM]; F = .; G = -10%; H = 3%
COc1ccc2c(C)c(C(=O)NCC(C)O)oc2c1OC (configuration not stated)
  A = -27%; B = -1%; C = -17%; D = 5%; E = -7%; F = 12%; G = 0%; H = 9%
Cc1ccc2c(=O)cc(C(=O)Nc3c(C(=O)c4ccccc4)oc4ccccc34)oc2c1C
  A = ?; B = 5%; C = .; D = -6%; E = .; F = .; G = -4%; H = .
COc1ccc(CNS(=O)(=O)NCc2ccc(C)cc2)cc1
  A = -13%; B = -2%; C = 3%; D = -3%; E = -19%; F = -7%; G = 1%; H = 2%
CC(C)C(C)(C#N)NC(=O)CSc1nncn1-c1ccccc1 (configuration not stated)
  A = -2%; B = 0%; C = 5%; D = -1%; E = -20%; F = -1%; G = 2%; H = -1%
COc1ccc(CNC(=O)CSc2nc3nc(C)cc(C)n3n2)cc1
  A = 4%; B = -8%; C = -19%; D = 2%; E = -11%; F = 2%; G = -1%; H = -6%
Cc1ccccc1C(=O)N1CCN(c2ccc([N+](=O)[O-])c(NCc3ccco3)c2)CC1
  A = 3%; B = -3%; C = -1%; D = ?; E = -23%; F = -8%; G = -15%; H = 0%
O=C(/C=C/c1ccc(Cl)cc1)N1CCN(c2ccc([N+](=O)[O-])c(N3CCOCC3)c2)CC1
  A = 1%; B = 11%; C = -1%; D = ?; E = 7%[10 µM]; F = -11%; G = -18%; H = -1%
COc1cccc(NC(=O)C(c2ccccc2)N2CCN(c3ccccn3)CC2)c1 (configuration not stated)
  A = 1%; B = -1%; C = -5%; D = -7%; E = -18%; F = 2%; G = -13%; H = 0%
O=C(Nc1ccc([N+](=O)[O-])cn1)C1CCCCC1
  A = -2%; B = -3%; C = -1%; D = -14%; E = -13%[0.074 µM]; F = -2%; G = 0%; H = 0%
CCn1ncc(C2=NOC(C(=O)NCC(C)C)C2)c1C (configuration not stated)
  A = -2%; B = -8%; C = 7%; D = -16%; E = 3%; F = -1%; G = -3%; H = 10%
Nc1nncn1C(=O)c1ccccc1Cl
  A = 7%; B = -9%; C = 8%; D = -18%; E = 15%[10 µM]; F = 5%; G = -6%; H = -3%
COc1cccc(CC2(CO)CCCN(Cc3[nH]c4ccc(C)cc4c3C)C2)c1 (configuration not stated)
  A = -20%; B = 10%; C = 6%; D = ?; E = -44%[inhibitor]; F = -11%; G = ?; H = 1%
COc1cccc(C(=O)O/N=C(\N)Cc2ccc(Cl)cc2)c1
  A = -4%; B = 4%; C = -1%; D = -12%; E = 10%[10 µM]; F = -11%; G = -16%; H = 2%
COc1ccc(C2CC(c3ccccc3)=NN2C(=O)COC(=O)c2nc3nccc(C)n3n2)cc1 (configuration not stated)
  A = -17%; B = 2%; C = -11%; D = -12%; E = 12%[10 µM]; F = 1%; G = -6%; H = 1%

Ordered by the number under GAA glycogen (smallest number first): three of the compounds above
Structure	GAA glycogen
COc1cccc(NC(=O)C(c2ccccc2)N2CCN(c3ccccn3)CC2)c1 (configuration not stated)	1%
Cc1ccccc1C(=O)N1CCN(c2ccc([N+](=O)[O-])c(NCc3ccco3)c2)CC1	3%
Nc1nncn1C(=O)c1ccccc1Cl	7%

Further structures.
Keys – A = GAA glycogen; B = Tau fibril FP; C = aGlu spleen mod; D = Tau fibril ThT; E = HTT cytoprotect; F = GAA inh; G = Tau fluor counter; H = aGal spleen mod
Cc1ccc([N+](=O)[O-])cc1S(=O)(=O)N(C(=O)c1ccncc1)c1ccc2oc3c(c2c1)CCCC3
  A = -7%; B = 10%; C = -7%; D = ?; E = 11%[10 µM]; F = -5%; G = ?; H = -2%
CCCC(C(=O)NCC1CCCO1)N(Cc1ccco1)C(=O)CNS(=O)(=O)c1ccc(F)cc1 (configuration not stated)
  A = -4%; B = -11%; C = -1%; D = -9%; E = -17%[10 µM]; F = -1%; G = -2%; H = -15%
Cc1ccccc1C(=O)NC(NC(=S)Nc1ccc(S(N)(=O)=O)cc1)C(Cl)(Cl)Cl (configuration not stated)
  A = 2%; B = 5%; C = -3%; D = 12%; E = 8%[10 µM]; F = 7%; G = -3%; H = -7%
COc1cccc(NS(=O)(=O)c2cc(C)sc2C)c1
  A = -1%; B = 1%; C = 2%; D = 3%; E = 4%[10 µM]; F = 2%; G = -6%; H = -4%
CN(C)CCNC(=O)NC(=O)c1ccc(Cl)cc1
  A = -1%; B = 1%; C = 1%; D = -4%; E = .; F = 4%; G = 1%; H = 0%
C=C(C)CNC(=S)Nc1cccc(S(=O)(=O)NC2=NCCC2)c1
  A = 3%; B = 2%; C = -2%; D = -13%; E = 12%[10 µM]; F = -4%; G = -3%; H = -8%
Cc1ccc(CNCc2ccccc2Cl)cc1
  A = -3%; B = 5%; C = -2%; D = -5%; E = 1%; F = -5%; G = -1%; H = 0%
Brc1cnc(N2CCOCC2)nc1N1CCCCC1
  A = 0%; B = 6%; C = -16%; D = -8%; E = -7%; F = -8%; G = -4%; H = 2%
Cc1ccc(N(Cc2cccs2)C(=O)COc2cccc(C)c2)cc1
  A = 3%[76.3 µM]; B = 2%; C = .; D = -9%; E = .; F = .; G = -11%; H = .
CCCOc1ccccc1C(=O)N1CCCCC1CCN1CCCCC1 (configuration not stated)
  A = -8%[76.3 µM]; B = -1%; C = .; D = 7%; E = .; F = .; G = 4%; H = .
CCOC(=O)CNC(=O)CSc1nc(C)cc(C)c1C#N
  A = -7%; B = 4%; C = 2%; D = -6%; E = -13%; F = -12%[15.4 µM]; G = 0%; H = 9%
CCOC(=O)C1(CCOc2ccccc2)CCN(Cc2cc(OC)c3c(c2)OCO3)CC1
  A = 4%; B = -8%; C = 0%; D = -15%; E = 19%[10 µM]; F = .; G = -14%; H = -5%
Cc1ccc(S(=O)(=O)N(CCCO)CC(O)CON=C2c3ccccc3-c3ccccc32)cc1 (configuration not stated)
  A = -2%; B = 6%; C = -7%; D = -11%; E = -1%[10 µM]; F = -8%; G = ?; H = 2%
CCOC(=O)C1(Cc2cccc(OC)c2)CCN(Cc2cccnc2)CC1
  A = 7%; B = -4%; C = -3%; D = ?; E = 30%[10 µM]; F = ?; G = -22%; H = -6%
COC(=O)c1cc(=O)nc2sc(-c3ccc(F)cc3)nn12
  A = 10%; B = 4%; C = 3%; D = -16%; E = -33%; F = ?; G = -10%; H = 7%
O=C(CCC(=O)NC1CCCCC1)N/N=C/c1ccncc1
  A = -4%; B = -7%; C = -4%; D = -3%; E = -12%; F = 1%; G = -6%; H = 3%
O=Cc1ccc(-c2cc(Cl)ccc2Cl)[nH]1
  A = 14%; B = 2%; C = 7%; D = ?; E = -23%; F = 4%; G = -7%; H = 1%
COc1ccc(-c2cc(C(=O)NCC3CCCO3)c3ccccc3n2)cc1 (configuration not stated)
  A = 8%; B = -6%; C = 5%; D = -8%; E = -42%[inhibitor]; F = ?; G = -16%; H = -2%
O=C(COC(=O)c1cnccn1)Nc1ccc2c(c1)OCO2
  A = -9%; B = 8%; C = -1%; D = -12%; E = 17%; F = 1%; G = -13%; H = 1%
Cc1ccc(S(=O)(=O)c2ccccc2)cc1S
  A = -9%; B = ?; C = 6%; D = 28µM*; E = -1%; F = -8%; G = -17%; H = 2%
CC(NC(=S)Nc1ccc(Cl)cc1)C(c1ccccc1)N1CCOCC1 (configuration not stated)
  A = -3%; B = 10%; C = 0%; D = -4%; E = 0%[10 µM]; F = -28%; G = -17%; H = 0%
COc1cc(C(C2=C(O)CC(C)(C)CC2=O)C2C(=O)CC(C)(C)CC2=O)cc(OC)c1OC (configuration not stated)
  A = 2%; B = ?; C = 3%; D = ?; E = -17%; F = 3%; G = -25%; H = 8%
Nc1nc(Cn2nnc(-c3ccccc3Cl)n2)nc(N2CCOCC2)n1
  A = 7%; B = -1%; C = -7%; D = 1%; E = 12%; F = 7%; G = 2%; H = -1%
Cn1nnc(NC(=S)NC(=O)c2ccc(-c3ccc(Br)cc3)o2)n1
  A = -4%; B = -2%; C = 4%; D = ?; E = .; F = -7%; G = -10%; H = 2%
CSCCC(NS(=O)(=O)c1ccc2c(c1)oc(=O)n2C)C(=O)NC1CCCCC1 (configuration not stated)
  A = -3%; B = 0%; C = 8%; D = 3%; E = -2%; F = 5%; G = -1%; H = 5%
Cc1ccc(NC(=O)C(=O)NC(C)C2COc3ccccc3O2)cc1 (configuration not stated)
  A = 10%; B = -2%; C = -4%; D = -5%; E = -4%; F = 0%; G = 0%; H = 0%
CCOC(=O)C1=C(c2ccccc2)ON(C)C1c1ccccc1 (configuration not stated)
  A = -7%; B = -2%; C = -25%; D = 2%; E = ?; F = 14%; G = 2%; H = 0%
COC(=O)C1=C(C)N(CCc2c[nH]c3ccccc23)C(=O)/C1=C\N(C)C
  A = -19%; B = -17%; C = -1%; D = 14µM*; E = -23%; F = 7%; G = ?; H = 1%
N#Cc1c(N)nc(SCC(=O)OCc2ccccc2)c(C#N)c1-c1ccco1
  A = -14%; B = -8%; C = -4%; D = -19%; E = 4%; F = -2%; G = ?; H = -1%
O=C1OCc2cc(-n3cccc3)ccc21
  A = -1%; B = 6%; C = 2%; D = ?; E = -30%; F = -5%; G = -9%; H = 1%
COc1ccc(C(=O)c2c(N)c(-c3nc(-c4ccccc4)cs3)c3ccccn23)cc1
  A = -6%[76.3 µM]; B = ?; C = .; D = ?; E = .; F = .; G = ?; H = .
CN1CCc2c(C#N)c(N3CCCCC3)nc(NCc3ccccc3)c2C1
  A = 4%; B = 0%; C = -3%; D = ?; E = -43%[inhibitor]; F = ?; G = -23%; H = 8%
